High-throughput results as filed in PubChem BioAssay.
HCV core dimer: blocks dimerization of HCV core protein; AID 1899; 300,000 tested, 0.33% active; TR-FRET GST/Flag-core106 dimerization, 1536-well; inhibition, % at 5 µM;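 active means inhibition above the mean of all tested compounds plus 3 SD, set per screening campaign, cut at about 45% in these data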
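Material: GST/Flag-tagged HCV core106 proteins. Incubation: 4 h, 22.5 °C incubation. Read-out basis: inhibition (%) from 671 over 617 nm ratio. Measured by: TR-FRET, excitation 340 nm, emission 617 and 671 nm.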
procasp3 activ: procaspase-3 (human) activation; P42574; recombinant procaspase-3 D3A, Ac-DEVD-pNA absorbance 405 nm; activation, % at 8.5 µM; 330,000 tested, 0.11% active; AID 463141;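 active means activation above the mean of all tested compounds plus 3 SD, cut at about 21% in these data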;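 further: 0% = DMSO alone and 100% = DMSO wells spiked with extra 5 µM PC-3 D3A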
Target sequence (P42574 whole entry D9A/D28A/D175A): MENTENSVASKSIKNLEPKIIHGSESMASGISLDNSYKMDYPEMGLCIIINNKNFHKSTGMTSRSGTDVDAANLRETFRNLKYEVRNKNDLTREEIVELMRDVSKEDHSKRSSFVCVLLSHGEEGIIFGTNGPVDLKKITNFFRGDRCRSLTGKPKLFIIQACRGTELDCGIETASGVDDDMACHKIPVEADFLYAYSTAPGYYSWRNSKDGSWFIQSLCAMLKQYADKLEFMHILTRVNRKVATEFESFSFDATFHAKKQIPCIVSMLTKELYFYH
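Assay system: Autoprocessing-dead procaspase-3 D3A mutant enzyme; also added: Ac-DEVD-pNA; doses: one concentration, 8.5 µM nominal, 0.8% DMSO; times: 1 h compound preincubation, 2 h substrate hydrolysis at 25 °C; technique: 405 nm absorbance of p-nitroaniline, reads at 0 and 120 min; measure: % activation between DMSO and enzyme-spiked controls; repeats: single replicate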
TPT1 inh: inhibitors of Candida albicans tRNA 2'-phosphotransferase TPT1. recombinant caTPT1, FP RNA substrate dephosphorylation. inhibition, % at 5 µM. 300,000 tested, 0.81% active;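 active means inhibition above the mean of all tested compounds plus 3 SD, set per screening campaign, cut at about 24% in these data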;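 further: plate controls were DMSO alone for no effect and ferristatin control at 100 nM for full effect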
PP1 inh: counter-screen for PP5 inhibitors: inhibitors of human PP1-alpha; purified PP1alpha, OMFP fluorescence; inhibition, % at 6.7 µM; 320,000 tested, 0.9% active; AID 2235;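 active means inhibition above the mean inhibition of all tested compounds plus 3 SD, computed separately for each screening campaign, cut at about 15% in these data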
PP5 inh: PP5 (human) phosphatase inhibition. P53041. purified PP5c, OMFP substrate fluorescence. inhibition, % at 6.7 µM. 320,000 tested, 0.18% active. AID 1987;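 active means inhibition above the campaign's mean inhibition across all tested compounds plus 3 SD, cut at about 9.5% in these data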;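 further: 0% = DMSO only and 100% = 100 µM cantharidin control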
Target sequence (P53041 whole entry, looked up): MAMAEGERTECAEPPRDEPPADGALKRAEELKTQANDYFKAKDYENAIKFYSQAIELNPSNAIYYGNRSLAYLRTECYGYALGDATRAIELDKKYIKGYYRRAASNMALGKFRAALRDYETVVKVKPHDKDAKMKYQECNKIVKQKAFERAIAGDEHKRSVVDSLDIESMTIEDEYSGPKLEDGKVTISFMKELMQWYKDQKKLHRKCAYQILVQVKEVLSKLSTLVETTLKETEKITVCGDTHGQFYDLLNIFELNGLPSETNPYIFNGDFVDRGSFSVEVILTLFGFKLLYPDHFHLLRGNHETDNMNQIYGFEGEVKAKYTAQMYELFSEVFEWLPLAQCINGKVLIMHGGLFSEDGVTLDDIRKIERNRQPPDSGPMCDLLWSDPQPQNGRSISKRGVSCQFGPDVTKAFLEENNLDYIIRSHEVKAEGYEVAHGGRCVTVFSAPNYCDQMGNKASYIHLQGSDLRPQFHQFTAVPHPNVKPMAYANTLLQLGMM
PAFAH2 inh: inhibitors of human PAFAH2 | recombinant PAFAH2, FP-rhodamine activity probe, fluorescence polarization | inhibition, % at 3.39 µM | 340,000 tested, 0.99% active | AID 492956;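 active means inhibition above the mean over all tested compounds plus 3 SD, cut at about 30% in these data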;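 further: inhibitors block probe labeling of enzyme so polarization drops; 0% = enzyme with DMSO and 100% = wells lacking PAFAH2 protein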
CTSL1 counter: cathepsin L1 inhibition, PFM18AAP counter-screen; recombinant F. hepatica cathepsin L1, Z-Leu-Arg-MCA fluorescence; inhibition, % at 5.96 µM; 300,000 tested, 0.49% active; AID 1906;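 active means inhibition above the mean of all tested compounds plus 3 SD, set per screening campaign, cut at about 17% in these data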;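 further: 0% = plate median of test compound wells and 100% = 1 µM Z-Phe-Ala-diazomethylketone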
AHR act: human AHR activation; 320,000 tested, 2.5% active; AHR-responsive luciferase reporter cells, luminescence; activation, % at 5 µM; P35869; AID 2796; in the data active means activation above about 47%;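 further: 0% = vehicle wells and 100% = reference agonist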
procasp7 counter: counter-screen: procaspase-7 (human) activation; activation, % at 8.5 µM; recombinant procaspase-7, Ac-DEVD-pNA absorbance 405 nm; D23A/D198A/D206A triple mutant, cannot self-cleave; scale: DMSO 0, 5 µM enzyme 100; P55210; 330,000 tested, 0.093% active;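 active means percent activation above the screen-wide mean plus 3 SD, cut at about 25% in these data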
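Assay system: Uncleavable procaspase-7 mutant enzyme | Input: 2 µM procaspase-7 mutant as dispensed | Timing: 1 h compound preincubation, 2 h substrate cleavage, 25 °C | Repeats: One well per compound | Control set: DMSO wells as 0%, DMSO with 5 µM added PC-7 as 100% | Technique: Epi-absorbance of released pNA at 405 nm, two timepoints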
Numbers without * were called inactive; . = not tested or not shown.

Each structure is followed by: HCV core dimer | procasp3 activ | TPT1 inh | PP1 inh | PP5 inh | PAFAH2 inh | CTSL1 counter | AHR act | procasp7 counter
- COc1ccc(Br)cc1CN(C)CC(O)COc1ccc(Br)cc1 (configuration not stated)
  -2 | -2 | -3 | 4 | 2.4 | -3 | 2 | 3 | -4
- NS(=O)(=O)c1ccc(CCNC(=O)CSc2nc3ccccc3c(=O)n2CCC(=O)N2CCCCC2)cc1
  0 | -2 | -1 | 9 | -3.6 | -3 | -4 | 1 | 2
- O=C1N=c2ccc([N+](=O)[O-])cc2=C1c1sc(=O)[nH]c1O
  -1 | -5 | 1 | -3 | 1.6 | -7 | 0 | -3 | 1
- O=C(Nc1ccc(N2C(=O)c3cccc4cccc(c34)C2=O)cc1)c1ccc(N2CCCCC2)c([N+](=O)[O-])c1
  5 | 2 | 1 | -3 | -1.0 | -7 | 3 | -1 | 8
- NC(=O)C1CCN(C(=S)NCc2ccc3c(c2)OCO3)CC1
  1 | -2 | 0 | -3 | 1.5 | 4 | 3 | 1 | -6
- COc1ccc(OCC(=O)OC2CCCN(C)C2)cc1 (configuration not stated)
  -1 | 5 | -2 | -4 | -0.5 | 1 | -8 | -2 | -1
- O=C(NCCCN1CCCC1=O)c1cncc(Br)c1
  -2 | -8 | -1 | -1 | 1.2 | -1 | -3 | 0 | 3
- O=C(COC(=O)c1ccc([N+](=O)[O-])o1)NCc1ccc(F)cc1
  . | -8 | . | . | . | 9 | . | 0 | 7
- CC1(C)CC(NS(=O)(=O)c2ccc3ccccc3c2)CC(C)(C)N1
  -7 | 0 | 1 | 3 | 1.3 | -7 | 1 | 0 | 6
- CC(C)(C)NS(=O)(=O)c1cnc(Cl)c(Cl)c1
  2 | -14 | 0 | 0 | 0.8 | -6 | -3 | 2 | 9

Limited to procasp3 activ, for 2 of the compounds above:
SMILES	procasp3 activ
NS(=O)(=O)c1ccc(CCNC(=O)CSc2nc3ccccc3c(=O)n2CCC(=O)N2CCCCC2)cc1	-2
O=C1N=c2ccc([N+](=O)[O-])cc2=C1c1sc(=O)[nH]c1O	-5

Returning to the listing with the 5 entries that preceded the break.
Each structure is followed by: HCV core dimer | procasp3 activ | TPT1 inh | PP1 inh | PP5 inh | PAFAH2 inh | CTSL1 counter | AHR act | procasp7 counter
- COc1ccc(OCC(=O)OC2CCCN(C)C2)cc1 (configuration not stated)
  -1 | 5 | -2 | -4 | -0.5 | 1 | -8 | -2 | -1
- O=C(NCCCN1CCCC1=O)c1cncc(Br)c1
  -2 | -8 | -1 | -1 | 1.2 | -1 | -3 | 0 | 3
- O=C(COC(=O)c1ccc([N+](=O)[O-])o1)NCc1ccc(F)cc1
  . | -8 | . | . | . | 9 | . | 0 | 7
- CC1(C)CC(NS(=O)(=O)c2ccc3ccccc3c2)CC(C)(C)N1
  -7 | 0 | 1 | 3 | 1.3 | -7 | 1 | 0 | 6
- CC(C)(C)NS(=O)(=O)c1cnc(Cl)c(Cl)c1
  2 | -14 | 0 | 0 | 0.8 | -6 | -3 | 2 | 9
- Cc1cc(O)cc(O)c1C(=O)Cc1cscn1
  -3 | 0 | -3 | 2 | -0.7 | -5 | 0 | 2 | 3
- Nc1nonc1C(=O)OCC(=O)N1CCCCC1
  -2 | -4 | 3 | -2 | 2.7 | 9 | 0 | 6 | 0
- Cc1cccnc1NC1(C(F)(F)F)N=C(c2ccccc2)NC1=O (configuration not stated)
  0 | 3 | 2 | -5 | 0.1 | 2 | 1 | -1 | 0
- Cc1ccc(CNC(=O)C2CCN(S(=O)(=O)c3cccs3)CC2)o1
  3 | -7 | 1 | 0 | 1.5 | -3 | 2 | 0 | -10
- CCN(CC)c1ccc(C(=O)NC(=S)Nc2cc(S(=O)(=O)N3CCOCC3)ccc2-n2cncn2)cc1
  12 | 3 | -1 | -4 | 18* | -11 | 5 | 2 | 3
- COc1ccc(CC(=O)NCc2nnc(SCC(=O)Nc3ccc(OC)cc3)n2C)cc1
  -11 | 2 | 0 | -2 | 2.7 | 3 | -1 | 0 | -6
- O=C(O)CSCC(=O)N1CCCN(c2nccc(C(F)(F)F)n2)CC1
  5 | 2 | -1 | -1 | 2.3 | 5 | -2 | 0 | 6
- O=C(O)c1cc(-n2cccc2)ccc1N1CCOCC1
  2 | 5 | 1 | -10 | -1.2 | . | -3 | -2 | 17
- C#CCOCCOCCOCCNc1nc(N2CCN(C(=O)CCCCCCCCCCNC(=O)Cn3cc(C[C@@H](C)O)nn3)CC2)nc(N2CCN(C(=O)CCCCCCCCCCNC(=O)[C@H](CO)n3cc(CCCSC)nn3)CC2)n1
  6 | 4 | -6 | 8 | 3.3 | -39 | 6 | 0 | 1
- CCOC(=O)/C(C#N)=C/c1cc(C)n(-c2ccc(Br)cc2)c1C
  2 | 3 | -4 | -5 | -1.6 | . | -3 | 5 | 2

The list continues:
Each structure is followed by: HCV core dimer | procasp3 activ | TPT1 inh | PP1 inh | PP5 inh | PAFAH2 inh | CTSL1 counter | AHR act | procasp7 counter
- CCCc1c(C)nc(N2CCN(c3ccccc3F)CC2)[nH]c1=O
  6 | 1 | 3 | -2 | -1.2 | 10 | 1 | 1 | 5
- Nc1cc(C(F)(F)F)ccc1C(=O)O
  -5 | 0 | -1 | -3 | -0.4 | -2 | 1 | 0 | 5
- COc1ccccc1/C=C/C1(C(=O)NC2CCCC2)CC(=O)N1c1ccc(C)cc1 (configuration not stated)
  2 | -7 | -8 | 4 | 4.6 | -6 | 3 | 10 | 3
- COCCCNc1nc(N)c([N+](=O)[O-])c(Nc2cc(OC)ccc2OC)n1
  3 | 5 | 2 | 2 | -0.2 | . | 2 | 21 | 5
- CCCOC(=O)c1ccc(OCC(O)CN2CCN(C(=O)c3ccccc3)CC2)cc1 (configuration not stated)
  4 | -5 | 0 | 1 | 1.4 | 5 | -2 | 0 | -2
- CC(=O)NC(CC(=O)Nc1ccc(S(=O)(=O)NC2=NCCCCC2)cc1)c1ccccc1 (configuration not stated)
  . | 4 | . | -6 | -0.3 | 3 | . | 2 | -4
- CCN(CC)S(=O)(=O)c1ccc(N2CCOCC2)c(NS(=O)(=O)c2ccc(OC)cc2)c1
  -4 | 6 | -2 | -3 | 0.5 | -1 | -1 | 1 | 1
- COc1ccc(NC(=O)COc2coc(CN3c4ccccc4CC3C)cc2=O)cc1 (configuration not stated)
  5 | 10 | -1 | 0 | -0.8 | -1 | -4 | 0 | -3
- O=C(NCCCN1CCOCC1)c1cccc(S(=O)(=O)NCc2ccccc2)c1
  3 | 3 | 0 | -1 | -0.8 | -4 | -2 | 0 | 2
- CC(Nc1ccc2c(c1)OCCO2)C(=O)N1CCc2ccccc21 (configuration not stated)
  0 | -1 | -1 | -3 | 4.3 | 0 | 1 | 1 | 0

Next section.
Each structure is followed by: HCV core dimer | procasp3 activ | TPT1 inh | PP1 inh | PP5 inh | PAFAH2 inh | CTSL1 counter | AHR act | procasp7 counter
- Cc1ccc(C)c(S(=O)(=O)NNC(=O)Nc2ccccc2Cl)c1
  5 | -4 | -1 | -3 | 4.2 | 1 | 6 | 6 | -2
- CCOCCCNC(=O)C(NC(=O)CC1NC(=O)NC1=O)c1ccc(Cl)cc1 (configuration not stated)
  -5 | 2 | -4 | -1 | -4.9 | 3 | -5 | 4 | 3
- CC12CC3CC(C)(C1)CC(C(=O)NC(=S)N1CCOCC1)(C3)C2
  2 | -2 | 0 | 2 | 0.3 | 3 | 0 | -1 | 2
- CCn1c(SC(C)C(=O)O)nnc1-c1cccnc1 (configuration not stated)
  -15 | 6 | 1 | -2 | 1.3 | -3 | -2 | -1 | 0
- COc1cc(Cl)ccc1OCc1cc(C(=O)N2C[C@]3(C)C[C@H]2CC(C)(C)C3)no1
  0 | -6 | 0 | 1 | 0.9 | -3 | 7 | 7 | 12
- COc1ccc(C)cc1S(=O)(=O)Nc1cccc(C)c1
  1 | -3 | -1 | -2 | 5.2 | 1 | 3 | 0 | -7
- COc1ccc(S(=O)(=O)n2c([N+](=O)[O-])cnc2C)c(C)c1C
  -7 | 13 | -3 | 3 | 0.5 | -3 | -1 | -1 | 11
- CCOC(=O)N1CCN(c2ccc(C(=O)c3cccc(F)c3)cc2)CC1
  6 | 8 | -2 | -2 | -0.9 | -6 | 3 | 0 | 2
- CCOc1ccc(/C=C(\C#N)C(=O)NCC2CCCO2)cc1OCC (configuration not stated)
  -1 | -4 | -1 | 0 | 1.7 | 2 | -4 | 3 | 1
- COc1cc(OC)cc(N(C(=O)c2snc(C(N)=O)c2N)C(C(=O)NCC2CCCO2)c2ccc(C)o2)c1 (configuration not stated)
  43 | 9 | 2 | 3 | 1.2 | 3 | 4 | 3 | -2

Remaining list, next part.
Each structure is followed by: HCV core dimer | procasp3 activ | TPT1 inh | PP1 inh | PP5 inh | PAFAH2 inh | CTSL1 counter | AHR act | procasp7 counter
- CC(C)(C)C(=O)/C=C1\NC(=O)CS1
  3 | 2 | 2 | -4 | 1.2 | 7 | 1 | 1 | -5
- COC(=O)c1ccc(-n2cc(-c3ccc(OC)cc3)[nH]c2=S)cc1
  2 | -12 | 38* | -2 | -0.9 | 1 | -3 | 0 | -6
- COc1ccc(N(C)S(=O)(=O)c2cccc(C(=O)N3CCN(S(=O)(=O)c4ccc(C)cc4)CC3)c2)cc1
  24 | -1 | 2 | 6 | 1.6 | -2 | -2 | 1 | -7
- C/C(=N\N(C)C)c1ccc(OCCOc2ccc([N+](=O)[O-])cc2)cc1
  -7 | 1 | -4 | 1 | 0.5 | 5 | 5 | -1 | -7
- COc1cccc(CNC(=O)CCC2CCCN(Cc3ccc(OC(F)F)cc3)C2)c1 (configuration not stated)
  1 | 5 | 2 | -4 | -0.7 | 2 | 2 | 0 | 4
- Cc1ccccc1CNC(=O)c1ccccc1C
  3 | 8 | 2 | 1 | 2.2 | -5 | -2 | 3 | 6
- Cc1cccc(N2CCN(C(=S)Nc3ccc4nc(N5CCN(C)CC5)cc(C)c4c3)CC2C)c1 (configuration not stated)
  5 | -15 | 1 | 1 | 1.1 | -1 | 3 | 5 | -24
- COc1ccc(S(=O)(=O)N2CCN(C(=S)Nc3ccc(S(N)(=O)=O)cc3)CC2)cc1
  -11 | -2 | 0 | 4 | -2.9 | 4 | 8 | 0 | -13
